S1P4 antag – antagonists of human S1P4 receptor; actives 0.26% (n = 220,000); inhibition, % at 4.98 µM; S1P4-expressing cells, antagonist mode, reporter read-out; in the data active means inhibition above about 29%;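 further: 0% = wells stimulated with agonist and 100% = vehicle wells without agonist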
Target sequence (O95977 whole entry, looked up): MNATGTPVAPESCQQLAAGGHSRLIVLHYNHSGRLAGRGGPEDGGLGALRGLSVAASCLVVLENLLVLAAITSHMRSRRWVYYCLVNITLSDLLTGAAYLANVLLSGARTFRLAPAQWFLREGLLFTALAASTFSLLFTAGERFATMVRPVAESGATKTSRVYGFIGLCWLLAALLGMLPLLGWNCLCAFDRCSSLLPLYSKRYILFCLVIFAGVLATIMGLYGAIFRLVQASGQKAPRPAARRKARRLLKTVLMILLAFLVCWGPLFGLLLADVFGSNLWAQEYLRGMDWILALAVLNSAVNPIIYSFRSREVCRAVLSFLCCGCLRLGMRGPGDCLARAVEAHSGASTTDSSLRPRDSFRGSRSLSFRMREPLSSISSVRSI
Ba/F3 V617F tox – reduce viability of Ba/F3 cells dependent on JAK2V617F. Ba/F3 EpoR-JAK2V617F viability, ATP luminescence. actives 1.1% (n = 220,000). inhibition, % at 5.6 µM;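 active means inhibition above the campaign mean plus 3 SD over all tested compounds, cut at about 24% in these data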;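 further: cytokine-independent growth of Ba/F3 cells driven by EpoR plus mutant JAK2; 0% = DMSO-treated cells and 100% = JAK inhibitor I control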
NPY-Y1 antag – blocks the human neuropeptide Y Y1 receptor. inhibition, % at 3.6 µM. actives 1% (n = 200,000). HEK293-CNG Y1 cells, membrane potential fluorescence; NPY at EC95, then isoproterenol. P25929. AID 1040;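 active means inhibition above the campaign mean inhibition of all tested compounds plus 3 SD, cut at about 20% in these data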;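 further: 0% = DMSO wells given NPY plus isoproterenol and 100% = isoproterenol alone without NPY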
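Test system: HEK293 cells co-expressing NPY Y1 receptor and cyclic-nucleotide gated channel; Also added: NPY (25 nM), isoproterenol (1 µM), Ro 20-1724 (25 µM); Compound dosing: one concentration, 3.6 µM, in 0.4% DMSO; Timing: dye 3 h, compound 60 min room temperature, stimulation 45 min; Technique: Membrane-potential fluorescent dye readout.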
NPY-Y2 PAM-ag – human NPY-Y2 potentiation or agonism, primary screen | cells expressing NPY-Y2, potentiator/agonist read-out | activation, % at 3.6 µM | actives 0.45% (n = 220,000) | P49146; in the data active means activation above about 27%;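 further: cells stimulated with NPY near EC25 plus isoproterenol at EC100; 0% = vehicle plus submaximal agonist and 100% = vehicle plus saturating agonist; some results beyond the cut were filed as inactive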
NPY-Y1 PAM-ag – human NPY-Y1 potentiation or agonism, primary screen | activation, % at 3.6 µM | AID 1304 | NPY-Y1 expressing cells, potentiator/agonist activation | actives 0.37% (n = 220,000) | P25929; in the data active means activation above about 33%, passing the limit was not always enough;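 further: cells stimulated with NPY at EC10 then isoproterenol at EC100; 0% = low agonist plus stimulus and 100% = saturating agonist plus stimulus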
RBBP9 inh – blocks human serine hydrolase RBBP9. O75884. AID 1515. actives 0.2% (n = 220,000). recombinant RBBP9, FP-Rh probe fluorescence polarization. inhibition, % at 7.94 µM;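 active means inhibition above the campaign mean of all tested compounds plus 3 SD, cut at about 14% in these data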;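 further: plate controls were DMSO wells with RBBP9 for no effect and wells lacking RBBP9 protein for full effect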
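system = RBBP9 protein | input = RBBP9 at 2.5 µM in dispensed solution, before mixing | measured by = fluorescence polarization (mP), excitation 525 nm, emission 598 nm | incubation = enzyme-compound preincubation 30 min, then probe labeling 45 min, 25 °C | buffer or medium = Tris-NaCl-Pluronic buffer, pH 8.0 | compound = single dose 7.94 µM | also added = FP-Rh probe, 375 nM dispensing solution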
S1P4 ag – agonists of human S1P4 receptor. O95977. S1P4-expressing cell line, agonist reporter assay. activation, % at 4.98 µM. actives 0.35% (n = 220,000); in the data active means activation above about 11%;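 further: 0% = DMSO vehicle and 100% = reference agonist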
BaF3 parental – parental Ba/F3 viability inhibition as JAK2V617F counter-screen; CellTiter-Glo ATP luminescence; inhibition, % at 5.6 µM; actives 1.1% (n = 220,000);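 active means inhibition above a per-campaign cutoff, the mean inhibition of all tested compounds plus 3 SD, cut at about 27% in these data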;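 further: 0% = DMSO wells and 100% = JAK Inhibitor I control wells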
Runt-CBFb FRET – Runt domain-CBFb interaction inhibition; AID 1496; inhibition, % at 20 µM; actives 0.46% (n = 220,000); Q01196+Q13951; Cerulean-Runt/Venus-CBFb FRET ratio 530/480, 1 h;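 active means inhibition over about 50% at 20 µM in the single-dose screen, limit read from the data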;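 further: 0% = DMSO wells and 100% = excess unlabeled CBFb competitor control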
Target sequence (Q01196 whole entry, looked up, the tested form may be a part): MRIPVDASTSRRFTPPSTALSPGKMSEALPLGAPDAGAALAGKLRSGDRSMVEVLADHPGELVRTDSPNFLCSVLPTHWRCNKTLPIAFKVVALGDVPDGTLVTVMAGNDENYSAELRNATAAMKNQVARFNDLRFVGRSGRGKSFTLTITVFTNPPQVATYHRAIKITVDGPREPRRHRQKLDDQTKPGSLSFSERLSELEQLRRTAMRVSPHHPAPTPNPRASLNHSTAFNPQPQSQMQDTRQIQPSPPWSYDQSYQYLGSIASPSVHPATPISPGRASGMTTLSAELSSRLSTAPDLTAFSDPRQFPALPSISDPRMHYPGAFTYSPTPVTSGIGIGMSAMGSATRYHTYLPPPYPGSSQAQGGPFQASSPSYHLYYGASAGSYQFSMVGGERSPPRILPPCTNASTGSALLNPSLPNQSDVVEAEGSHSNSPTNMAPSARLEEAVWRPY
Target sequence (Q13951 whole entry, looked up, the tested form may be a part): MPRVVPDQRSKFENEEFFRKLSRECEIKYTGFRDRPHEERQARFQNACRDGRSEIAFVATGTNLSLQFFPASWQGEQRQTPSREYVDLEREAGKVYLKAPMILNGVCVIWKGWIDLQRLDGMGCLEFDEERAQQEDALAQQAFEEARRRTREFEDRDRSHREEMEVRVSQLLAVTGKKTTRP
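Assay system: Cerulean-Runt domain fusion protein, energy donor; Signal: fluorescence energy transfer, 422 nm excitation, 530/480 nm emission; Timing: 1 h compound exposure, room temperature; Control set: unlabeled CBFb; Medium: Tris buffer pH 7.5 with salts and BSA; Compound: single test concentration of 20 µM, 1% DMSO final; Probe or stimulus: Venus-CBFb 100 nM.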
* marks the source's active call; other numbers are inactive results; · = no result given.

structure | NPY-Y1 antag | NPY-Y1 PAM-ag | S1P4 antag | S1P4 ag | Runt-CBFb FRET | BaF3 parental | RBBP9 inh | NPY-Y2 PAM-ag | Ba/F3 V617F tox
COc1ccc2nc(Cl)cc(Cl)c2c1 | · | -3 | 7 | -0.1 | 0 | 3 | 1 | -7 | -4
CC12CCC(C(=O)N(CCCN3CCN(Cc4ccccc4)CC3)C1=O)C2(C)C (configuration not stated) | 2 | -4 | -10 | 0.3 | 0 | 3 | -1 | -14 | -3
Cc1cc(C)c(-n2[nH]nnc2=S)c(C)c1 | · | -4 | -4 | 2.7 | 0 | 4 | -4 | 8 | -3
Cc1ccc(CO/N=C/C2=C(Cl)c3ccccc3CC2)cc1 | 1 | -3 | 2 | -1.9 | -2 | 5 | 2 | 6 | 0
CN(C)c1ccc(C=C(c2nnnn2-c2ccccc2)c2nnnn2-c2ccccc2)cc1 | -2 | 9 | -23 | 0.2 | -70 | 1 | -5 | 0 | -3
CCCOC(=O)/C(C)=N\NC(=O)c1ccco1 | 7 | 5 | 2 | -2.2 | 25 | 2 | 0 | 1 | -1
CCOc1cc(/C=N/NC(=O)c2ccc(-c3csc(Nc4ccc(C)cc4)n3)cc2)ccc1OCC(=O)O | 2 | -8 | 2 | -0.5 | 24 | 0 | -5 | 12 | -1
COc1ccccc1CNC(=O)Cn1cnc2ccccc2c1=O | -4 | 3 | -26 | 0.6 | 4 | 4 | 3 | 14 | -2
Cc1cc(C)c(S(=O)(=O)n2cnc3ccccc32)c(C)c1 | 14 | 3 | -13 | 2.4 | 1 | 5 | 3 | -12 | -2
O=C(CSCc1ccc(F)cc1)N1CCOCC1 | 8 | -7 | 1 | 0.9 | 2 | 3 | -3 | -10 | 0
Cc1ccc(NC(=O)c2ccc3c(c2)C(=O)N(Cc2cccnc2)C3=O)c(C)c1 | -2 | -5 | -2 | -0.3 | 0 | 3 | -10 | 9 | -1
O=C(CCC1COc2ccccc2O1)Nc1cccnc1 (configuration not stated) | 8 | -17 | -22 | -0.3 | 0 | 2 | -17 | -11 | 2
CC1(C)Cc2c(C#N)c(NCc3ccco3)nc(-c3ccco3)c2CO1 | 2 | 0 | -5 | -0.7 | 12 | -2 | 2 | 1 | -4
Cc1nc(SCc2ccccc2F)c2oc3ccccc3c2n1 | · | -39 | 0 | 0.1 | -4 | -4 | 5 | -11 | -4
Cc1onc(-c2ccc(Cl)cc2Cl)c1-c1csc(N/N=C/c2ccccc2Cl)n1 | · | 15 | 20 | 0.0 | 0 | -2 | -12 | -2 | 1
CC(C)N(Cc1ccccc1)C(=S)NC1CCCCC1 | 4 | -16 | 8 | 0.7 | -2 | 9 | -2 | -14 | 6
COc1ccc(NC(=O)C2CC(=O)n3cnnc3S2)cc1 (configuration not stated) | -2 | -5 | 0 | 1.2 | 12 | 2 | -6 | -9 | 2
O=C(COC(=O)c1ccccc1F)c1ccc(-n2nncc2-c2ccco2)cc1 | -5 | 6 | -25 | -0.3 | 2 | 2 | -12 | -3 | 2
O=C(Nc1ccc2c(c1)CCC2)c1ccccc1Br | 3 | 0 | -12 | -0.3 | -2 | 3 | -8 | 1 | 0
Cc1nnc(SCC(=O)Nc2ccccc2)n1CCc1ccccc1 | 0 | -3 | 2 | 1.1 | 3 | -1 | -5 | -8 | 4
CCOC(=O)c1ccc(N/N=C/c2cc(Br)cc([N+](=O)[O-])c2O)cc1 | -7 | 7 | -1 | -0.2 | -15 | 12 | 0 | -5 | 4
CCOC(=O)Cc1csc(SCC(=O)Nc2cccc(Cl)c2)n1 | 2 | -8 | -4 | 1.0 | 1 | 7 | -5 | -5 | 4
O=C1CCCC(O)=C1C=Nc1ccc2c(c1)oc1ccccc12 | -3 | 8 | -15 | 0.6 | -52 | 0 | 1 | -3 | 0
COC(C(=O)NNC(=O)CCc1ccccc1)c1ccccc1 (configuration not stated) | -4 | 12 | -27 | 1.6 | -1 | 9 | -4 | 4 | 2
COc1ccc(/C=N/NC(=O)CCCCCNC(=O)c2ccccc2)cc1 | 1 | 5 | -14 | 0.3 | 2 | 4 | -8 | 0 | 0
CC(=O)Oc1cccc(N2C(=O)C3CC=C(Cl)CC3C2=O)c1 (configuration not stated) | 8 | -16 | 2 | 0.2 | -2 | 4 | 2 | -22 | 0
COc1ccccc1OCCNC(=O)c1ccccc1C | 0 | -16 | 7 | 2.4 | 0 | 7 | 6 | -10 | 4
O=C(c1ccccc1)N1CCN(CC(O)COCC2CC=CCC2)CC1 (configuration not stated) | 4 | 2 | -1 | 1.1 | -3 | 2 | -5 | -1 | -2
O=C(O)c1cc(NCc2ccccc2)ccc1N1CCOCC1 | -2 | 22 | -12 | -3.9 | 4 | 4 | 3 | -12 | -1
Cc1cc(C)n2c(SCC(=O)NC3CCCCC3C)nnc2n1 (configuration not stated) | -2 | -26 | 14 | -0.3 | 0 | 3 | -6 | -10 | 1

Quoted from the listing.
NPY-Y2 PAM-ag with O=C(Nc1ccc2c(c1)CCC2)c1ccccc1Br is entered as 1
NPY-Y2 PAM-ag with CC(=O)Oc1cccc(N2C(=O)C3CC=C(Cl)CC3C2=O)c1 (configuration not stated) is entered as -22

The results go on:
structure | NPY-Y1 antag | NPY-Y1 PAM-ag | S1P4 antag | S1P4 ag | Runt-CBFb FRET | BaF3 parental | RBBP9 inh | NPY-Y2 PAM-ag | Ba/F3 V617F tox
O=C(c1ccccc1C(F)(F)F)N1CCN(S(=O)(=O)c2ccccc2)CC1 | 8 | -18 | 1 | -0.8 | -3 | 3 | -4 | -7 | 0
Cc1cc(C)n(-c2nc3ccccc3n3nnnc23)n1 | 2 | 12 | 1 | -1.9 | 1 | -1 | -2 | 6 | -6
COc1ccc(NC(=O)CSc2n[nH]c(C)c2[N+](=O)[O-])cc1 | 0 | 4 | 8 | -1.9 | 0 | 2 | 3 | 0 | -6
COc1cc(NC(=O)c2cccc(C)c2)c(OC)cc1NC(=O)CN1CCOCC1 | 2 | 6 | 0 | 0.2 | 0 | 5 | -2 | -1 | -2
CC1(C(=O)NC2CCCCCC2)CCC(=O)N1Cc1ccc2c(c1)OCO2 (configuration not stated) | 6 | -1 | 8 | -0.7 | 0 | 3 | -3 | -4 | 3
CC(C)N1CC2=C(OC(N)=C(C#N)C2c2cccnc2)/C(=C/c2cccnc2)C1 (configuration not stated) | 0 | -12 | 2 | -1.1 | -2 | 10 | -3 | -11 | 5
C/C(=N\N1CCN(Cc2ccccc2Cl)CC1)c1ccc([N+](=O)[O-])cc1 | · | -4 | 4 | -0.2 | -2 | 1 | -6 | -2 | 3
COc1ccc(OCc2nc(-c3ccc(F)c(F)c3)cs2)cc1 | · | -25 | 8 | -0.4 | -3 | 1 | -5 | -18 | -2
CCCCN1C(=O)CC(C(=O)O)C1c1ccc(OC)cc1 (configuration not stated) | 2 | 0 | -21 | -0.1 | 1 | 1 | -7 | -1 | -3
COc1cc(/C=N/N2CCOCC2)ccc1OCc1ccc(Cl)cc1 | -1 | -6 | -12 | -2.4 | -9 | 4 | -8 | -16 | 2
CCn1ncc(Br)c1C(=O)NC(C)c1ccccc1 (configuration not stated) | 3 | -4 | -10 | -0.4 | 1 | 0 | 4 | 5 | -2
CCOC(=O)c1cn(Cc2ccc(C)cc2)nn1 | -2 | 6 | -14 | 2.8 | 0 | 8 | -9 | 2 | 2
CCC(=O)N/N=C(\C)CC(=O)Nc1ccc(F)cc1 | 0 | 18 | -5 | -0.1 | 0 | 4 | -1 | 17 | 0
COc1cc(S(=O)(=O)N2CCOCC2)ccc1NC(=O)COC(=O)C12CC3CC(CC(C3)C1)C2 | 2 | 0 | -19 | 3.1 | -14 | 2 | -5 | -8 | -4
Cn1c(SCC(=O)NC(=O)Nc2ccccc2)nnc1-c1ccncc1 | · | 0 | -12 | -0.2 | 0 | 0 | -9 | -4 | 1
C=CCn1c(SCC(=O)Nc2c(C)n(C)n(-c3ccccc3)c2=O)nc2sc(C)c(-c3ccccc3)c2c1=O | 6 | -7 | -3 | 1.1 | -7 | 5 | 4 | -16 | 0
CCOc1ccccc1NC(=O)Nc1ccon1 | · | 12 | -10 | -0.8 | 1 | -2 | 8 | 25 | -4
COc1ccc(Nc2nnc(SCC3CCCCO3)s2)cc1 (configuration not stated) | 4 | 5 | 2 | -0.6 | -1 | 5 | 2 | -19 | 2
Cn1c(N)c(C(=O)CSc2ncn[nH]2)c(=O)n(C)c1=O | · | 20 | 6 | 1.0 | -1 | 2 | -9 | 4 | -3
O=C(CN1CCN(S(=O)(=O)c2ccc3ccccc3c2)CC1)Nc1ccc(N2CCOCC2)cc1 | -2 | 18 | -6 | -1.0 | -7 | 1 | 0 | 6 | -6
Cc1ccccc1NC(=O)c1cccc2nc3ccccc3nc12 | -6 | 20 | -16 | -0.1 | · | 6 | -9 | 6 | -1
Cc1csc(NC(=O)CSc2nnc3ncccn23)n1 | -5 | 5 | -14 | 2.4 | -2 | -1 | 1 | 8 | -2
Cc1c(C(=O)OC(C)C)[nH]c2c1C(=O)CCC2 | 0 | 11 | 1 | 1.4 | 1 | 1 | 5 | 4 | 0
CCOc1ccccc1NC(=O)NCc1ccco1 | · | -3 | -30 | -1.2 | 0 | 3 | -11 | 7 | -5
CN(C)S(=O)(=O)c1ccc(C(=O)OCc2nnc(-c3ccccc3)o2)cc1 | · | 6 | -2 | 0.3 | 3 | -2 | -16 | 3 | -4
Cc1ccc(N2C(=O)CC(n3ccnc3)C2=O)cc1C (configuration not stated) | 1 | 11 | -8 | 2.1 | 0 | 3 | -8 | 11 | -2
Cc1ccc(S(=O)(=O)N2CCC(=O)N(C(COCc3cccc(C)c3)Cc3ccccc3)CC2)cc1 (configuration not stated) | -8 | 8 | 12 | 0.7 | -3 | 3 | -10 | 5 | -5
CCCC(C)NNC(=O)c1cc2ccccc2[nH]1 (configuration not stated) | 3 | 21 | -12 | -1.5 | -1 | 7 | -8 | 6 | -2
CCCC(C)C(=O)Nc1nc(C)c(-c2csc(Nc3ccccc3OC)n2)s1 (configuration not stated) | 24* | 2 | -13 | 0.3 | 5 | 8 | -5 | -14 | 3
COc1ccc(/C=C/C(=O)OCC(=O)Nc2ccc(N3CCOCC3)cc2)cc1 | 2 | -7 | 1 | -1.5 | -2 | 5 | -7 | 4 | 1
CC(=O)Nc1ccc(-c2nnc(SCC(=O)c3ccc4c(c3)Cc3ccccc3-4)n2C)cc1 | 1 | 9 | -42 | 0.6 | 3 | 1 | -8 | 3 | 1
